Source: PubChem BioAssay
M. tuberculosis GlmU – inhibition of mycobacterial GlmU enzyme – biochemical, glucosamine-1-phosphate acetyltransferase (AID 1376). Bifunctional protein GlmU (Mycobacterium tuberculosis (strain ATCC 25618 / H37Rv)). M. tuberculosis GlmU acetyltransferase enzyme assay; higher % means a stronger effect. inhibition, %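 (tested at 30 µM in the primary screen)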, or IC50 in µM where a hit was titrated. 220,000 compounds, 0.25% hits; in the data active means inhibition above about 13%; inconclusive means no clear call, values can overlap the other calls;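 further: 0% = complete reaction with vehicle and 100% = reaction without substrate; strong numbers were not always called active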
RmlCD inh 1536 – M. tuberculosis RmlC/RmlD coupled enzyme inhibitors, primary screen, biochemical, compound mixtures, 384-well, from 1536-well plates; AID 1533, 2009; inhibition, % at 3.6 µM; RmlC+RmlD coupled enzyme assay, percent inhibition; primary screen in compound mixtures; dTDP-4-dehydrorhamnose reductase (Mycobacterium tuberculosis (strain ATCC 25618 / H37Rv)) …; 160,000 compounds, 0.03% hits; in the data active means inhibition mostly above about 34%, no sharp cut-off; inconclusive means no clear call, values can overlap the other calls; inactive means mostly below about 22%; further: some results filed as inactive read as strong as hits
Target sequence (P9WH09 whole entry, looked up): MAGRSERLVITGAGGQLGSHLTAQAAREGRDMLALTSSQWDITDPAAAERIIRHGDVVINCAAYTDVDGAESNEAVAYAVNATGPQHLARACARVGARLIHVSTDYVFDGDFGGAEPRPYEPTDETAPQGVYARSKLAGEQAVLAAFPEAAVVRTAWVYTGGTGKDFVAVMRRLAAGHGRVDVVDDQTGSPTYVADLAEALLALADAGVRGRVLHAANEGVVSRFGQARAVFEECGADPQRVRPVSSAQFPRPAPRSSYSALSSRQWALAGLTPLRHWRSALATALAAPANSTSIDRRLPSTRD
Target sequence (P9WH11 whole entry, looked up): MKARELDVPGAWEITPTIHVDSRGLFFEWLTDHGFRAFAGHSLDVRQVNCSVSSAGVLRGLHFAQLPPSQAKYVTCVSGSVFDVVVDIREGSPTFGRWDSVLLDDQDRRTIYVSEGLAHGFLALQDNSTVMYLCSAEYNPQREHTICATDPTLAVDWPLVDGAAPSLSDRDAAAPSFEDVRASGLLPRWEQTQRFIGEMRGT
Starred values were filed as active, the others as inactive; ? = inconclusive; · = not tested or not shown.

SMILES	M. tuberculosis GlmU	RmlCD inh 1536
Cc1ccc(/C=N/NC(=O)CNC(=O)c2ccc(C)c([N+](=O)[O-])c2)o1	4.6%	3.7
Cc1ccc(Sc2ccc(CO)cc2[N+](=O)[O-])cc1	0.5%	2.1
CCO[C@H]1OC(C(=O)NCc2nc3ccccc3[nH]2)=C[C@@H](c2ccccc2)[C@@H]1CCCO	0.4%	·
O=c1[nH]c(=O)n(CCC2=CCCCC2)c(O)c1/C=N/Nc1cccc2ccccc12	1.1%	·
CCCCN(C)CCn1c(=S)[nH]c2ccc(N3CCOCC3)cc2c1=O	-1.4%	-25.8
CCCC(=O)N1c2ccccc2C(N(C(C)=O)c2ccccc2)CC1C (stereo not given)	-3.1%	53.4
COc1cccc(-n2nnc3c(=O)n(CC(=O)N4CCC(C)CC4)cnc32)c1	-5.8%	·
O=C(O)C1OC(Oc2cc3oc(-c4ccccc4)cc(=O)c3c(O)c2O)C(O)C(O)C1O (stereo not given)	2.2%	·
COc1ccc(-c2nncnn2)cc1	3.3%	·
CCOC(=O)C1CCCN(c2c(NCC3CCCO3)c(=O)c2=O)C1 (stereo not given)	-0.3%	-4.8
COc1ccc(-n2nnnc2SCC#CCO)cc1	-3.9%	6.5
Cc1ccccc1-n1c(=O)cc(N2CCN(Cc3ccccc3)CC2)[nH]c1=O	2.4%	-5.1
CCC(=O)NC(=S)Nc1ccc(Cl)cn1	-18.6%	·
CC1CC(C)CN(CCOc2ccc(Cl)cc2Cl)C1 (stereo not given)	-2.4%	·
Cc1ccc(S(=O)(=O)c2c(C)nn(C(C)(C)C)c2OC(=O)C2CCCC2)cc1	3.7%	11.3

Part of the list above in order of formula weight, highest first.
SMILES	M. tuberculosis GlmU	RmlCD inh 1536
CCCC(=O)N1c2ccccc2C(N(C(C)=O)c2ccccc2)CC1C (stereo not given)	-3.1%	53.4
Cc1ccc(Sc2ccc(CO)cc2[N+](=O)[O-])cc1	0.5%	2.1
COc1ccc(-c2nncnn2)cc1	3.3%	·

(continued)
SMILES	M. tuberculosis GlmU	RmlCD inh 1536
Cc1ccc(N(CC(=O)Nc2cccc(N(C)S(C)(=O)=O)c2)S(C)(=O)=O)cc1	4.3%	7.1
O=C(NCc1ccco1)c1ccc(Cn2c(=O)c3ccccc3n(Cc3ccc(Cl)cc3)c2=O)cc1	-2.8%	·
COc1cccc(C(=O)N/N=c2\oc3c(OC)cccc3cc2C(=O)NCc2ccccc2)c1	7.8%	-4.0
COc1cccc(Nc2nc(N)c([N+](=O)[O-])c(NCc3ccco3)n2)c1	-3.8%	-6.3
CCCC(C(=O)c1ccccc1)n1cncn1 (stereo not given)	-2.4%	·
COc1ccc2c(c1)nc(N)n2Cc1ccccc1	·	19.1
CC(=O)Nc1ccc(S(=O)(=O)Nn2cnnc2)cc1	1.3%	·
CCS(=O)(=O)N1CCN(C(=O)c2cccnc2)CC1	-4.2%	-4.9
Fc1ccc(C2=NN(c3ccccc3)C(c3ccco3)C2)cc1 (stereo not given)	-4.8%	-8.4
O=C(Cn1c2c(c(-c3ccccc3Cl)cc1=O)CCC2)NCC1CCCO1 (stereo not given)	-1.0%	-1.5
CC1CCN(CCCCOc2ccc(Br)cc2)CC1	-1.9%	-10.0
Cc1occc1C(=O)NNC(=O)COc1ccc(Br)cc1Br	-6.1%	7.4
O=C(COc1ccc(/C=N/NC(=O)c2ccccc2O)cc1)Nc1ccccc1	0.8%	-9.5
CCOc1cc2c(cc1OCC)C(c1ccc(OC)cc1)N(c1ccccc1)C(=O)C2 (stereo not given)	2.2%	-4.1
Cc1ccc(SC2=C(Sc3ccc(C)cc3)C(=O)c3ccccc3C2=O)cc1	5.1%	·

Shown with values under each structure: part of the list above.
Values run as follows: M. tuberculosis GlmU	RmlCD inh 1536
> O=C(Cn1c2c(c(-c3ccccc3Cl)cc1=O)CCC2)NCC1CCCO1 (stereo not given)
 : -1.0%	-1.5
> COc1cccc(-n2nnc3c(=O)n(CC(=O)N4CCC(C)CC4)cnc32)c1
 : -5.8%	·
> Cc1ccc(SC2=C(Sc3ccc(C)cc3)C(=O)c3ccccc3C2=O)cc1
 : 5.1%	·

(continued)
SMILES	M. tuberculosis GlmU	RmlCD inh 1536
COc1cc(/C=C2/SC(=S)N(C)C2=O)ccc1OC(=O)c1ccco1	5.9%	11.4
CC(C)(C)NC(=O)NC(=O)CSc1cccc(C(F)(F)F)c1	-0.8%	-4.5
O=C(CN1CCNCC1)Nc1ccccc1Cl	1.4%	·
CCOc1cc(C#N)c(NC(=O)Cn2nnc3ccccc32)cc1OCC	1.0%	2.0
CCOC(=O)N1CCN(C(=O)CSc2nnc(-c3cccc(OC)c3)o2)CC1	7.6%	-7.9
O=C(O)CCSCCC(=O)O	-2.1%	-14.0
O=C(NCc1ccc(F)cc1)C1CCN(S(=O)(=O)N2CCOCC2)CC1	-3.8%	-7.1
COc1ccc(N2CCN(C(=O)Cc3ccc(Br)cc3)CC2)cc1	0.8%	-8.5
Cc1ccccc1Nc1nc(N)nc(CN(C)c2ccccc2)n1	-1.6%	-11.4
CCCN(CCC)S(=O)(=O)c1ccc(C(=O)Nc2ccc(OCC(=O)N3CCOCC3)cc2)cc1	4.5%	7.6
CCOc1cc(NC(=S)NCCCN2CCOCC2)c(OCC)cc1NC(=O)c1cccc(C)c1	8.2%	7.9
CCOCCn1c(SCc2ccc(F)cc2)nc2c1c(=O)[nH]c(=O)n2C	6.9%	-5.9
CCOC(=O)c1c(C)c(C(=O)NCCOC)c(C)n1CC	3.3%	-9.3
Cc1ccc(OCC(=O)Nc2ccc(-c3nc4ncccc4o3)cc2)c(C)c1	1.5%	17.5
CC1(NC(=S)NCCCCCCNC(=S)NC2(C)CCS(=O)(=O)C2)CCS(=O)(=O)C1 (stereo not given)	1.6%	-0.2
Cc1ccc(-c2cc3c(N=O)c4ccccc4c-3n[nH]2)cc1	-4.3%	·
Cc1ccc2cc(-c3noc(C(C)(C)C)n3)c(=O)[nH]c2c1	4.7%	-5.2
COc1cc2nc(C(C)(C)C)oc(=O)c2cc1OC	-6.6%	-5.6
N#Cc1cc2c(nc1SCc1ccncc1)CCC2	-1.6%	102.3
CCc1ccccc1N1C(=O)c2cccc3c(N4CCOCC4)c([N+](=O)[O-])cc(c23)C1=O	-0.4%	8.5
COc1cc(C2C3C(=O)N(Cc4ccccc4)C(=O)C3ON2c2ccccc2)cc(OC)c1O (stereo not given)	4.9%	·
O=S(=O)(/N=S1/CC=CCN1S(=O)(=O)c1ccccc1)c1ccccc1 (stereo not given)	3.2%	-4.4
Cc1cccnc1NC(=O)Cn1nc(C)c([N+](=O)[O-])c1C	5.1%	?
O=C(NCCc1ccccn1)c1cccc(S(=O)(=O)N2CCc3ccccc32)c1	2.9%	-8.3
CCc1cc2cc(C(=O)N3CCN(c4ccccc4)CC3)sc2s1	0.6%	·
Cc1cc(C(=O)CSc2nnc(-c3ccc(Cl)cc3)n2C)c(C)n1CC1CCCO1 (stereo not given)	3.9%	·
Cc1ccc(/C=N\NC(=O)Cn2nnc3ccccc32)o1	-0.5%	-5.4
CCc1cc(=O)oc2c(CN3CCN(C)CC3)c(O)c(Cl)cc12	·	2.3
CN(c1cccc(Cl)c1)S(=O)(=O)c1cccc(C(=O)Nc2ccc3c(c2)CCC3)c1	1.9%	-11.6
CCCN1CCC(NC(=S)Nc2ccc(C(=O)OCC)cc2)CC1	-5.1%	4.0
COc1ccc(-c2cn[nH]c2-c2ccc(OCc3ccccc3)cc2O)cc1	-1.9%	·
CC(C)C(=O)Nc1ccc(NC(=O)c2ccco2)cn1	3.2%	-2.2
Nc1nnc(SC2CC(=O)N(c3ccccc3)C2=O)s1 (stereo not given)	2.0%	·
S=C(NN=C(C1CC1)C1CC1)Nc1ccccc1	1.3%	·
Cc1ccc(S(=O)(=O)Cc2ccc(C(=O)O)o2)cc1	7.2%	·
COC(=O)C1=C(C(=O)OC)C(c2cc(Cl)ccc2O)c2sc(=O)[nH]c2S1 (stereo not given)	3.0%	·
C/C(Cc1nnn(-c2cc(C)on2)n1)=N\O	1.2%	-7.5
Cc1cc(/C=N/O)c(C)n1-c1ccc(Br)cc1	6.1%	24.8
CC(C)C(=O)Nc1cccc2nsnc12	0.7%	·
O=C(CSc1ccccc1C(=O)NCc1ccccc1)NC1CCCCCCC1	-3.4%	11.1
COCCN1C(=O)/C(=C/c2ccc(OCc3ccc(C(=O)O)cc3)c(OC)c2)SC1=Nc1ccccc1	4.4%	-10.7
COc1ccc(OCC(=O)N2c3ccc(C)cc3C3CN(C)CCC32)cc1 (stereo not given)	0.9%	-13.1
CCOC(=O)c1c(C)[nH]c(C(=O)Cn2c(=O)c3c(ncn3CC)n(Cc3ccccc3)c2=O)c1C	4.8%	-5.2
CC(C)NC(=O)C1CCN(C2CCN(C(=O)c3cc4c(s3)CCCCC4)CC2)CC1	0.8%	-11.9
CNP1(NC)=Nc2nn(-c3ccccc3)c(N)c2C(c2ccccc2)=N1	5.3%	-8.2

Full records, quoted from the list:
Listed for Cc1ccc(S(=O)(=O)Cc2ccc(C(=O)O)o2)cc1 = M. tuberculosis GlmU = 7.2%; RmlCD inh 1536 = ·
Listed for COCCN1C(=O)/C(=C/c2ccc(OCc3ccc(C(=O)O)cc3)c(OC)c2)SC1=Nc1ccccc1 = M. tuberculosis GlmU = 4.4%; RmlCD inh 1536 = -10.7

(next part)
SMILES	M. tuberculosis GlmU	RmlCD inh 1536
COC(=O)Cn1c(=NC(=O)C2CC2)sc2c(C)cc(C)cc21	-7.6%	·
O=c1c2sccc2[nH]c(=S)n1Cc1ccccc1	-2.0%	-5.6
CCOC(=O)N1CCC(N(C(=O)Nc2ccc(Cl)c(Cl)c2)C(C)CC)CC1 (stereo not given)	6.2%	·
O=C(O)Cn1cc(F)c(=O)[nH]c1=O	1.8%	·
Cc1ccc(C2=NN(S(C)(=O)=O)C(c3cccs3)C2)cc1 (stereo not given)	2.8%	·
CC1CCN(S(=O)(=O)c2cccc(C(=O)Nc3nccs3)c2)CC1	1.4%	·
CC(=O)NNc1cccc(Cl)n1	·	2.6
CC(=O)c1cccc(NC(=O)Nc2ccc(C)cc2)c1	0.1%	·
CC(C)C(NC(=O)c1ccccc1)c1nnc(SCC(=O)Nc2nccs2)n1C (stereo not given)	-0.5%	-16.2
CCCCOC(=O)Nc1nnc(/C=C/c2ccc(OC)cc2)s1	1.6%	2.8
Cc1oc(-c2ccccc2F)nc1CS(=O)(=O)CC(=O)N1CCc2ccccc21	7.3%	-7.1
COc1ccc(Cn2c(=O)[nH]c3cc(C(=O)N4CCN(c5ccccn5)CC4)ccc3c2=O)cc1	-8.4%	10.4
Cc1cc(C)n(-c2nc3c(c(=O)n(C)c(=O)n3C)n2C)n1	0.1%	-18.3
CCC(C)Nc1nc(Cl)nc(NCCOc2ccccc2)n1 (stereo not given)	-0.2%	6.1
COc1cccc(C(=O)Nc2nc(-c3ccncc3)cs2)c1	0.6%	3.0
Cn1c(O)c(/C=N/N2CCCCC2)c(=O)[nH]c1=O	-4.2%	3.8
CC(=O)NC(=S)c1c(N)n(Cc2ccccc2)c(=O)n(C)c1=O	-3.7%	11.2
COc1ccc(S(=O)(=O)N2CCC(C(=O)NCc3ccccn3)CC2)cc1OC	-1.6%	2.4
Cn1c(=O)[nH]c(=O)c2c1nc(Br)n2CC(O)COCc1ccccc1 (stereo not given)	-1.8%	·
CCC(=O)Oc1ccc(C2N(C(=O)CC)CCN2S(=O)(=O)c2ccc(C)cc2)cc1OC (stereo not given)	-3.9%	-7.7
COc1cc(NS(=O)(=O)c2ccc(N/C=C\C(=O)c3ccc(F)cc3)cc2)nc(OC)n1	3.1%	-2.9
CNCc1ccccc1Sc1cc(O)ccc1O	12.8%	4.2
Cc1ccc(C(=O)Nc2ccn(Cc3ccc(F)cc3)n2)o1	-0.4%	-9.9
CC(C)(Cc1ccc(O)cc1)NC(=O)CC(=O)N=Nc1c(O)[nH]c2cc(Br)ccc12	-2.2%	-9.1
CC1CN(C(=O)C2(C)CC2(Cl)Cl)CC(C)O1 (stereo not given)	2.7%	-5.0
CCOC(=O)c1c(/N=C/C2C(=O)NC(=O)NC2=O)sc2c1CCC2	2.0%	94.5
O=C(Cn1cnc2cc([N+](=O)[O-])ccc2c1=O)Nc1ccc(Br)cc1	·	11.8
Cc1ccc(C(=O)n2nc(-c3cccnc3)nc2N)cc1	4.6%	7.6
CCc1nc2ccccc2nc1N1CCN(S(=O)(=O)c2ccccc2)CC1	0.6%	-5.1
CCOC(=O)c1ccoc1CSCC(=O)N1CCN(S(=O)(=O)c2ccc(C)cc2)CC1	7.2%	-4.0
Cc1ccc(S(=O)(=O)N(C)c2ccc(C(=O)NCc3ccccn3)cc2)cc1	-5.2%	5.7
NC(=O)CSc1cn(Cc2ccc(F)cc2)c2ccccc12	-2.8%	6.0
COc1ccc(CN2CCNC(=O)C2CC(=O)N(Cc2nccn2C)C(C)C)c(OC)c1 (stereo not given)	4.8%	-17.2
COC(=O)c1sccc1NC(=O)COc1ccc(F)cc1Cl	-6.0%	12.6
O=C(CSc1nc2ccccc2o1)Nc1nc2ccc(Br)cc2s1	2.9%	-4.0
COCCN1C(=O)c2oc3ccccc3c(=O)c2C1c1ccc(C(=O)OC)cc1 (stereo not given)	3.3%	2.2
COc1ccc(OC)c(C2SCCN2S(=O)(=O)c2cccc(C(F)(F)F)c2)c1 (stereo not given)	-0.8%	·
COc1ccc(Cc2nnc(SC)[nH]c2=O)cc1	2.0%	·

Single values from above:
RmlCD inh 1536 with `COc1cc2nc(C(C)(C)C)oc(=O)c2cc1OC` stands at -5.6
M. tuberculosis GlmU with `CC(C)C(=O)Nc1cccc2nsnc12` stands at 0.7%
RmlCD inh 1536 with `Cc1ccc(/C=N\NC(=O)Cn2nnc3ccccc32)o1` stands at -5.4

An excerpt (hit frequency here may not be typical).
